KB-V1 cytotox – KB-V1 MDR subline cytotoxicity. KB-V1 MDR cells viability, CellTiter-Glo, 72 h. Potency, µM (series often up to 46.1 µM), inactives show at the top dose activity change, negative = cytotoxicity, most hits filed as cytotoxic. 400,000 tested, 3.4% active. AID 1347076; further: potency means the concentration at half of the fitted maximal effect; on the % scale 0 is the no-effect control and ±100 the full control effect; nearly all actives have a fitted effect of over 60% in size
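Drug-selected KB-V1 cells, grown in DMEM lacking phenol red with 10% FBS, receive compound titrations; after three days at 37 degrees C, surviving cell ATP is quantified by CellTiter-Glo luminescence and responses normalized and curve-fitted.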
GLP1R cytotox – cytotoxicity in counter-screen for GLP-1R inverse agonists. HEK293 cAMP-luciferase reporter cells, luminescence, 24 h. Potency, µM (doses to about 38.3 µM), for the others: at the top dose activity change, negative = inhibition, usual class: inhibitors. 410,000 tested, 0.13% active;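 further: loss of luciferase light is scored as toxicity; potency means the concentration at half of the fitted maximal effect; on the % scale 0 is the no-effect control and ±100 the full control effect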
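Luminescence readout: signal drop marks cytotoxicity. Plated cells grew 12 h at 37 °C, 5% CO2, received 23 nL compound for 24 h, then got luciferase reagent, read after 12 min at RT.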
D3 ag – agonists of human D3 dopamine receptor | 410,000 tested, 0.58% active | AID 652048 | D3R DiscoveRx beta-arrestin cells, luminescence, 90 min | max activation, %; in the data active means max activation above about 30%; further: 0% is about no effect; mostly tested at two doses, the higher about 12 µM
Target sequence (P35462 whole entry, looked up): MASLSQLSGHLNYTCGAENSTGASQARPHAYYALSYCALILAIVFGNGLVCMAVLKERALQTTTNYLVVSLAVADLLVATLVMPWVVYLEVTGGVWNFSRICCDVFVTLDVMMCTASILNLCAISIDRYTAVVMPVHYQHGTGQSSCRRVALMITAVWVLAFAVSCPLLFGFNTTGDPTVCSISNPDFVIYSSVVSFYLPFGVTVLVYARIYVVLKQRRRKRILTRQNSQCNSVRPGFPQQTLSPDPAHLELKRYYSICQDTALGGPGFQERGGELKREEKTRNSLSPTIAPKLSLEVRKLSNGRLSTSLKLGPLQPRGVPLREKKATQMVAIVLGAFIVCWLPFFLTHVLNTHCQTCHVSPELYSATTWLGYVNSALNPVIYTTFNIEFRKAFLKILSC
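Cells at 1500/well, incubated overnight, then treated with pinned compounds (dopamine as control) for 90 min at 37 degrees C. DiscoveRx reagent added for 30 - 60 minutes at room temperature; luminescence read.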
MCF10A rerep – DNA re-replication induction in MCF 10a cells; 350,000 tested, 2.9% active; AID 624296; MCF 10A DNA re-replication, Hoechst nuclear intensity, 48 h; Potency, µM (highest dose often 46.1 µM), for inactives: at the highest dose activity, positive = re-replication, actives largely listed as activators; further: potency means the concentration at half of the fitted maximal effect; % of control where 0% means no effect; nearly all actives have a fitted effect of over 50% in size
HT1080-NT tox – kills 2HG-producing HT-1080-NT fibrosarcoma cells; HT-1080-NT fibrosarcoma viability, CellTiter-Glo ATP luminescence, 48 h; Potency, µM (titrated, usually from 46.1 µM), for inactives: at the top dose activity, negative = less viability, actives largely listed as cytotoxic; 360,000 tested, 1.6% active; AID 686970;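 further: NT is the 2HG producing partner of a matched IDH1 knockdown line; potency means the concentration at half of the fitted maximal effect; 0% = DMSO-treated cells and -100% = media-only wells without cells; nearly all actives have a fitted effect of over 55% in size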
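750 cells/well, RPMI + 5% FBS; 2 h settle, compound pin-transfer, 48 h at 37 degrees C. CellTiter-Glo 10 min RT, luminescence. Normalized to DMSO and media-only wells.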
SW480 rerep – induces DNA re-replication in SW480 colon adenocarcinoma cells; SW480 DNA re-replication, Hoechst DNA content imaging, 48 h; Potency, µM (series often up to 46.1 µM), without a hit: at the top dose re-replication activation, actives largely listed as activators; 340,000 tested, 1.8% active; AID 624297; further: potency means the concentration at half of the fitted maximal effect; % of control where 0% means no effect; nearly all actives have a fitted effect of over 55% in size
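Compounds, transferred as 23 nL by pin tool, were incubated with cells for 48 hr; DNA content per nucleus was then quantified by Hoechst staining and fluorescence plate imaging.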
IL1B secr inh – inhibitors of inflammasome signaling (IL-1 beta secretion). THP-1 LPS/ATP IL-1B secretion, AlphaLISA, 16 h; stronger effect = lower value. activity change, % at 57.5 µM. 360,000 tested, 4.7% active. AID 743279; in the data active means activity change below about -50%; inconclusive means mostly about -30% to -49%; further: on the % scale 0 is the no-effect control and ±100 the full control effect
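THP-1 cells pretreated 1 hr with compounds (up to 57.5 uM final), then stimulated with LPS (250 ng/mL final) plus ATP (1.25 mM final); secreted IL-1B measured by AlphaLISA after 16 hr, decreased signal indicating inhibition.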
HT1080 IDH1KD tx – HT-1080 IDH1 knockdown cell toxicity (counter line); HT-1080 IDH1 knockdown viability, ATP luminescence, 48 h; Potency, µM (doses to about 46.1 µM), without a hit: top-dose activity, negative = toxicity, hits mostly cytotoxic; 360,000 tested, 2% active;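 further: potency means the concentration at half of the fitted maximal effect; 0% = DMSO wells and -100% = cell-free medium wells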
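Viability of IDH1-knockdown HT-1080 fibrosarcoma cells was assessed by CellTiter-Glo after 48 h at 37 °C with titrated compound; concentration-effect curves were classified by fit quality and response size.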
KB-3-1 tox – kills parental KB-3-1 adenocarcinoma cells | Potency, µM (titrated, usually from 46.1 µM), for the others: at the highest dose activity change, negative = cytotoxic, most hits filed as cytotoxic | 400,000 tested, 1.4% active | KB-3-1 viability, CellTiter-Glo ATP luminescence, 72 h | AID 1347075; further: potency means the concentration at half of the fitted maximal effect; on the % scale 0 is the no-effect control and ±100 the full control effect; nearly all actives have a fitted effect of over 60% in size
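KB-3-1 cells, DMEM (no phenol red) + 10% FBS; compound by pin transfer, 72 h, 37 °C. Readout: CellTiter-Glo luminescence after 10 min. Data normalized, curve-fitted.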
An asterisk follows results filed as active; i = inactive; u = inconclusive; x = no result given; & = joins results of further samples; [ ] = remark or other dose. Unless noted, the call rests on the fitted dose curve; in most records, active means well fitted curve in the direction sought with a large enough effect; inconclusive means small, poorly fitted or top-dose-only effect, or another doubt; inactive means no such curve, though single readings can be large; an effect the other way counts as inactive or inconclusive.

SMILES	KB-V1 cytotox	GLP1R cytotox	D3 ag	MCF10A rerep	HT1080-NT tox	SW480 rerep	IL1B secr inh	HT1080 IDH1KD tx	KB-3-1 tox
COc1ccc(-c2nnc(-c3ccc(N(C)C)cc3)o2)cc1	-20%	8%	-7	u	10%	-18%	u	u	0%
O=C(CCN1CCOCC1)c1ccccc1	-6%	1%	-6	2.6µM*	u	199%	-72*	u	0%
CC1CCCN(C(=S)Nc2ccc(Nc3ccccc3)cc2)C1 (stereo not drawn)	5%	3%[7.66 µM]	0	17%	-24%	-1%	-86*	-12%	-1%
O=c1[nH]cnc(O)c1N=Nc1ccccc1	u	-11%	-5	18%	u	u	0	21%	-22%
COc1ccc(N(CC(C)C)S(=O)(=O)c2nnc(NC(=O)c3ccco3)s2)cc1	-8%	-8%&2%	-16&-28	12%	-27%	9%	-2	-28%	-13%
O=C(NCCC1=CCCCC1)C1CCN(C(=O)c2ccc(Cl)cc2)CC1	u	-22%	7	16%	6%	1%	21	-6%	-18%
C/C(CC(=O)NC12CC3CC(CC(C3)C1)C2)=N\NC(=O)c1ccc(F)cc1	-2%	10%	1	-8%	-4%	4%	0	-3%	1%
COc1ccc(-n2c(COc3cccc4cccnc34)nnc2SCC(=O)O)cc1	0%	4%	-5	-3%	7%	-21%	12	0%	13%
CCOC(=O)c1[nH]c(C(=O)O)c(CCC(=O)OC)c1C	15%	3%	-9	6%	6%	-2%	-8	0%	-12%
COCC(=O)N(C)C1(c2nnnn2CCOC(=O)Nc2cccc3ccccc23)CCCC1	u	2%	1	-2%	-2%	0%	10	1%	2%
CCCn1nc(C(=O)Nc2cccc(S(=O)(=O)N(C)c3ccccc3)c2)c2ccccc2c1=O	-6%	4%	-3	4%	14%	14%	26	0%	-8%
Cc1ccc(OCC(=O)Nn2cnnc2)c(Br)c1	-3%	15%	8	1%	2%	13%	39	2%[9.24 µM]	0%
CCNc1nc(NC(C)C)nc(Oc2ccc(OCCOc3ccccc3)nn2)n1	-25%	3%	0	u	-27%	14%	-11	u	5%
COc1cccc(N2CCN(C(=S)Nc3ccc(F)cc3)CC2)c1	-1%	-23%	4	-1%	3%	-1%	0	4%	-13%
CC(C)(C)C1CCc2c(C(=O)NNC(=O)/C=C/C(=O)O)csc2C1 (stereo not drawn)	u	-16%	1	u	0%	0%	-20	-14%	14%

The closing 4 compounds of the part before open the next one:
SMILES	KB-V1 cytotox	GLP1R cytotox	D3 ag	MCF10A rerep	HT1080-NT tox	SW480 rerep	IL1B secr inh	HT1080 IDH1KD tx	KB-3-1 tox
Cc1ccc(OCC(=O)Nn2cnnc2)c(Br)c1	-3%	15%	8	1%	2%	13%	39	2%[9.24 µM]	0%
CCNc1nc(NC(C)C)nc(Oc2ccc(OCCOc3ccccc3)nn2)n1	-25%	3%	0	u	-27%	14%	-11	u	5%
COc1cccc(N2CCN(C(=S)Nc3ccc(F)cc3)CC2)c1	-1%	-23%	4	-1%	3%	-1%	0	4%	-13%
CC(C)(C)C1CCc2c(C(=O)NNC(=O)/C=C/C(=O)O)csc2C1 (stereo not drawn)	u	-16%	1	u	0%	0%	-20	-14%	14%
CC(C)(O)[C@@H]1CC[C@@](C)(C2CC[C@]3(C)C2[C@H](O)CC2[C@@]4(C)CC[C@H](O)C(C)(C)C4[C@@H](O[C@H]4O[C@@H](CO)[C@H](O)[C@@H](O)[C@@H]4O[C@@H]4O[C@H](CO)[C@@H](O)[C@H](O)[C@H]4O)C[C@]23C)O1 (stereo in doubt)	-8%	-5%	6	-4%	18%	10%	21	8%	0%
CNC(=O)/C(C#N)=C/c1c(N(Cc2ccccc2)Cc2ccccc2)nc2c(C)cccn2c1=O	23µM*	0%	-3	u	18µM*	0%	u	u	16µM*
CCOC(=O)c1c(C)[nH]c(C(=O)OCC(=O)Nc2cc(C)nn2-c2ccccc2)c1C	u	1%	5	0%	2%	-2%	-11	0%	0%
CC(=O)c1ccc(OCC(=O)N2CCCC2c2ccc3c(c2)OCCCO3)cc1 (stereo not drawn)	-14%	-1%	-6	-1%	5%	-1%	6	12%	13%
O=C(Cn1nnc(-c2ccccc2)n1)N/N=C/c1cccc([N+](=O)[O-])c1	-7%	0%[1.53 µM]	7	-24%	-10%	-4%	28	7%	8%
Cn1cccc1/C=N/N1CCN(Cc2ccc(Cl)cc2)CC1	4%	1%	-26	-1%	-4%	6%	-18	4%	-9%
Cc1ccc(CN2CCSc3ccc(C(=O)N4CCN(c5ncccn5)CC4)cc32)cc1	21µM*	-9%	19	u	4%[9.24 µM]	u	-62*	9%	21µM*
O=S(=O)(c1ccccc1)c1nc(-c2ccco2)oc1N1CCCCC1	-14%	-1%	3	13%	0%	u	15	-3%	18%
O=C1c2ccccc2NC(c2ccc(O)cc2)N1c1ccccc1 (stereo not drawn)	u	0%	-8	u	11%	0%	3	17%	-1%
Cc1cccc(C)c1NC(=O)CSc1nccn1C	-4%	-1%	8	x	x	x	x	x	-6%
O=C(CSc1ccc2c(c1)OCCO2)Nc1ncc(Cl)cc1Cl	21µM*	3%	17	-1%	2%	-7%	-3	-10%	-26%
Cc1ccc(N2CC(C)Cn3c2nc2c3c(=O)n(CC(=O)O)c(=O)n2C)cc1 (stereo not drawn)	u	-8%	-6	x	x	x	x	x	-1%
CCc1nnc(NC(=O)CSc2nnc(COc3ccccc3)n2-c2ccc(C)cc2)s1	0%	3%	0	5%	9%	6%	47	4%	12%
CCN1CCN(Cc2nc3ccc([N+](=O)[O-])cc3c(=O)n2-c2ccc(OC)cc2OC)CC1	-1%	7%	8	0%	2%	u	17	11%	0%
COc1ccc(Cn2c(/C=C/c3ccccc3)nc3ccccc32)cc1	13µM*	-4%	-5	u	11µM*	u	-78*	u	u
CC(C)COc1ccc(C(=O)OCC(=O)NCCC2=CCCCC2)cc1	13%	4%	5	18%	1%	0%	6	3%	5%
Cc1cc(=O)n2nc(N3CCCC(C(=O)N4CCN(C)CC4)C3)sc2n1 (stereo not drawn)	2%	4%	-4	0%	-3%	-1%	-3	-2%	1%
CN(Cc1ccccc1)C(=O)CCC1CCN(C(=O)CCC(F)(F)F)CC1	-12%	-12%	1	7%	13%	-5%	30	7%	u
COc1ccc(-c2cc(C(=O)N/N=C(\C)c3cccnc3)c3ccccc3n2)c(OC)c1	x	-8%	-18	u	-1%	u	-1	4%	x
CCCCn1c(N)c(N(CCOC)C(=O)CSc2nc3ccc(C)cc3[nH]2)c(=O)[nH]c1=O	4%	-4%	2	5%	6%	-1%	40	11%	2%
COc1cc(NC(=O)c2cc(OC)c(OC)c(OC)c2)ccc1NC(=O)c1cccs1	u	-15%	3	u	-7%	-37%[inhibitor]	i	u	17%
Cc1cccc(NC(=O)CCOc2ccccc2)c1C	16%	-19%	-2	0%	11%	-3%	-6	11%	1%
COc1ccccc1NC(=O)c1ccccc1S(=O)(=O)c1ccc([N+](=O)[O-])cc1	x	0%	-8	0%	10%	-8%	0	0%	x
Cc1cc(C)c(C(=O)N(CCN(C)C)CC2CCCN(Cc3ccccc3F)C2)o1 (stereo not drawn)	u	u	-9	15%	-2%	23%	u	-7%	12%
COc1ccc(NC(=O)OCCn2c([N+](=O)[O-])cnc2C)cc1	-13%	11%	6	u	u	-1%	0	24%	u
CC(NC(=O)CN(C)S(=O)(=O)c1cnc[nH]1)c1ccccc1 (stereo not drawn)	15%	-2%	1	u	0%	-5%	11	-2%	7%
COC1CCCN(C(=O)c2ccc3oc(Cc4ccc(Cl)cc4)nc3c2)C1 (stereo not drawn)	2.6µM*	-19%	16	9%	7%	-5%	0	-5%	2%
NC(=O)CSc1nnc2ccc(-c3ccc(F)cc3)nn12	-5%	-2%	2	2%	8%	3%	-22	-3%	0%
Cn1c(=O)c2cc(S(=O)(=O)N3CCOCC3)ccc2n(C)c1=O	-19%	2%	-1	-13%	-12%	1%	-2	-4%	3%
CCCCn1c(N)c(N(CCOC)C(=O)c2ccc3c(c2)C(=O)N(c2ccccc2Cl)C3=O)c(=O)[nH]c1=O	u	1%	0	0%	5%	-16%	5	7%	0%
COc1ccc(Cn2c(=S)[nH]c3cc(OC)c(OC)cc3c2=O)cc1	-25%	5%	9	u	0%	0%	-16	u	u
Brc1ccccc1C1CC(c2ccccc2)=Nc2ccccc2N1 (stereo not drawn)	-1%	4%	3	23µM*	-22%	u	u	-25%	-19%
O=c1c2[nH]c3ccc(F)cc3c2ncn1C1CCCCC1	11%	-3%	-2	-3%	24%	1%	12	10%	0%
COc1ccc(Cl)cc1NC(=O)N1CCN(Cc2cc(=O)n3nc(-c4ccccc4)sc3n2)CC1	-6%	9%	7	x	x	x	x	x	-2%
CC(=NCc1ccco1)C1=C(O)c2ccccc2C1=O	-28%	8%	-5	6%	u	16%	-17	1%[9.24 µM]	-9%
COc1ccc(NC(=S)N(CCCN2CCCC2)Cc2ccco2)cc1	-11%	4%	-11	0%	12%	3%	-5	22%	2%
Cn1c(=O)c2cc(NC(=O)CCc3cccc(Cl)c3)ccc2n1Cc1cccc(C(F)(F)F)c1	6%	7%	2	x	28%	x	55	9%	0%
COc1ccc(NC(=O)C2CCN(S(C)(=O)=O)CC2)cc1OC	-2%	-1%	-5	-5%	8%	-1%	-6	-4%	18%
CC(C)c1ccc(C(=O)NNC(=O)c2ccncc2)cc1	23%	0%	6	5%	-2%	-1%	16	3%	u
COc1cccc(-c2cc(C(=O)N3CCOCC3)no2)c1	-19%	-13%	-6	4%	4%	-4%	-2	-2%	7%

Screens from PubChem BioAssay.
